Runt-SMMHC FRET – inhibitors of human RUNX1 Runt domain binding to CBFb-SMMHC. Cerulean-Runt/Venus-CBFb-SMMHC FRET ratio 530/480, 1 h. inhibition, % at 20 µM. 220,000 tested, 0.74% active. AID 1434;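 active = mean inhibition across duplicate retests at 20 µM reaching about 50%, limit read from the data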;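 also: 0% = DMSO wells and 100% = wells with excess untagged CBFb-SMMHC; inhibitors lower the FRET ratio by blocking Runt binding to CBFb-SMMHC; some results filed as inactive read as strong as hits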
hK5 inh – kallikrein 5 (human) inhibition; Q9Y337; recombinant hK5, fluorogenic AMC substrate cleavage; inhibition, % at 5 µM; 210,000 tested, 0.59% active; AID 873;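 active = inhibition of 40% or more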;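 also: 0% = enzyme controls without compound and 100% = no-enzyme blanks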
Target sequence (Q9Y337 67-293 limits assumed): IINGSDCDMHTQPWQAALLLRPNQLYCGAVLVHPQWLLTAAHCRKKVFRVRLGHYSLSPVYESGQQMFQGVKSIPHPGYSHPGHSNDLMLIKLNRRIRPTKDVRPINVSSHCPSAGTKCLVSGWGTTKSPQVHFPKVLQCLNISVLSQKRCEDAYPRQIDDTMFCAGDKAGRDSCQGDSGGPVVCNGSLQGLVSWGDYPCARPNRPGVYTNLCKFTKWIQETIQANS
Thrombin inh – inhibitors of human thrombin; P00734; alpha-thrombin, Boc-VPR-AMC fluorogenic substrate cleavage; inhibition, % at 5 µM; 220,000 tested, 0.26% active; AID 1046;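 active = inhibition at or above 40%; inactive = inhibition below 40%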;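 also: 0% = enzyme with no compound and 100% = wells without enzyme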
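Test system: human alpha-thrombin protein / Dosing: one concentration per compound, 5 µM, with 0.2% DMSO / Medium: pH 7.5 Tris-saline with Tween 20 / Benchmarks: no-compound enzyme wells and no-enzyme blanks / Read-out basis: percent inhibition of thrombin substrate cleavage / Timing: reaction at room temperature / Measured by: fluorescence, ex 355 nm, em 460 nm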
14-3-3 Bad inh – disrupts binding of bovine 14-3-3 zeta to phospho-Bad peptide; 220,000 tested, 0.71% active; P63103; inhibition, % at 21.7 µM; TR-FRET 14-3-3zeta/Dy647-pBad peptide displacement, 1 h;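 active = inhibition above about 70%, limit read from the data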;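 also: 0% = full 14-3-3 plus peptide FRET controls and 100% = background without 14-3-3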
Target sequence (P63103 whole entry, looked up): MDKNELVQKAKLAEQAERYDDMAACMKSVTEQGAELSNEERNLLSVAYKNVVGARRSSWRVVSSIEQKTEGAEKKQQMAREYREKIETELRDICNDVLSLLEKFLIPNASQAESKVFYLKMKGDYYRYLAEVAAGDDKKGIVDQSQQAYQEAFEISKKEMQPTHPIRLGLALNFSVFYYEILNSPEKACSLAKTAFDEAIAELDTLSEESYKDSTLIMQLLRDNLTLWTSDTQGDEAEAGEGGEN
FXIa inh – blocks human coagulation factor XIa protease activity | AID 798 | P03951 | purified FXIa, Boc-Glu-Ala-Arg-AMC fluorogenic substrate | 220,000 tested, 0.14% active | inhibition, % at 5 µM;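 active = inhibition of at least 40%; inactive = inhibition below 40%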;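 also: fluorescence of freed AMC excited at 355 nm; 0% = enzyme without compound and 100% = no enzyme blank; many of its hits are not listed in these tables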
Hck Nef HTS – blocks Nef-activated human Hck kinase; P08631; inhibition, % at 20 µM; Recombinant Hck-YEEI plus Nef, Z-Lyte FRET kinase assay; 220,000 tested, 0.68% active;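 active = Hck-Nef kinase inhibition above about 50%, limit read from the data; inactive = inhibition below that limit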;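 also: 0% = DMSO with Hck plus Nef and 100% = Hck alone without Nef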
Target sequence (P08631 whole entry, looked up): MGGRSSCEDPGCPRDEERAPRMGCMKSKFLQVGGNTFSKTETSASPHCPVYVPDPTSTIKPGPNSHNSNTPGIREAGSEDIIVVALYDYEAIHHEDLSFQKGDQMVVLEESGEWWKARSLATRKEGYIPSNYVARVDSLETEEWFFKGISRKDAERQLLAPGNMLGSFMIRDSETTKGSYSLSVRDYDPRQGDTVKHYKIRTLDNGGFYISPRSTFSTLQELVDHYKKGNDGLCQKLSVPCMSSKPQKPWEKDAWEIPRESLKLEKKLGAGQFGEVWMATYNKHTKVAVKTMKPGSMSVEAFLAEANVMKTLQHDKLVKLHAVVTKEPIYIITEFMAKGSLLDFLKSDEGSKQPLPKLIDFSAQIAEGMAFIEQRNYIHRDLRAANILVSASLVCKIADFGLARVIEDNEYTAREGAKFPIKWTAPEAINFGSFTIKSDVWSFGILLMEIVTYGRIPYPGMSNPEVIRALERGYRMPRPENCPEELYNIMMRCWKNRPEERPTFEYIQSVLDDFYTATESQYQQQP
Runt-CBFb FRET – inhibitors of human RUNX1 Runt domain binding to CBFb. Cerulean-Runt/Venus-CBFb FRET ratio 530/480, 1 h. inhibition, % at 20 µM. 220,000 tested, 0.46% active. AID 1496;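 active = inhibition over about 50% at 20 µM in the single-dose screen, limit read from the data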;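 also: 0% = DMSO wells and 100% = excess unlabeled CBFb competitor control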
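Assay system: Cerulean-Runt domain fusion protein, energy donor; Signal: fluorescence energy transfer, 422 nm excitation, 530/480 nm emission; Timing: 1 h compound exposure, room temperature; Control set: unlabeled CBFb; Medium: Tris buffer pH 7.5 with salts and BSA; Compound: single test concentration of 20 µM, 1% DMSO final; Probe or stimulus: Venus-CBFb 100 nM.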
Wee1 stabilizer – blocks degradation of human Wee1 kinase | P30291 | HeLa Luc-Wee1K328M stability, luciferase luminescence; 100% = proteasome inhibitor MG132 effect | reporter increase, % at 5 µM | 220,000 tested, 1.2% active | AID 1321;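 active = activation above the mean of all tested compounds plus 3 SD, set per screening run, cut at about 8.8% in these data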;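 also: cells exposed to compound for 20 h before luminescence read; 0% = DMSO alone and 100% = MG132 at 30 µM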
FXIIa inh – inhibitors of human coagulation factor XIIa; P00748; purified FXIIa, Boc-QGR-AMC fluorogenic substrate, 2 h; inhibition, % at 5 µM; 220,000 tested, 0.3% active; AID 800; in the data active = inhibition above about 40%;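 also: 0% = enzyme with no compound and 100% = blank without enzyme; many of its hits are not listed in these tables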
The depositor's hits bear a star; [ ] = another dose, or the depositor's remark. The order is random; 4.2% or so of the library scored in one or more.

Screening NS(=O)(=O)c1cccnc1Nc1cccc(C(F)(F)F)c1 returned Runt-SMMHC FRET -1, hK5 inh 14, Thrombin inh 2, 14-3-3 Bad inh 2, FXIa inh 12, Hck Nef HTS 3, Runt-CBFb FRET 0, Wee1 stabilizer 1 and FXIIa inh 7.
For CCOC(=O)CC(=O)CSC1=C(C#N)C(c2ccccc2OC)CC(=O)N1 (stereo not drawn) the results were Runt-SMMHC FRET 5, hK5 inh -25, Thrombin inh -13, 14-3-3 Bad inh -14, FXIa inh 0, Hck Nef HTS -1, Runt-CBFb FRET 9, Wee1 stabilizer 2 and FXIIa inh 14.
CCn1c(C)nc2cc(C(=O)N3N=C(CCOC)CC3(O)C(F)(F)F)ccc21 (stereo not drawn) was read as Runt-SMMHC FRET -1, hK5 inh 0, Thrombin inh -2, 14-3-3 Bad inh -4, FXIa inh -2, Hck Nef HTS 8, Runt-CBFb FRET 1, Wee1 stabilizer -3 and FXIIa inh 6.
For CCOC(=O)N1CCN(C(=O)c2nn(-c3ccc(C)cc3)c(=O)c3c2c2ccccc2n3C)CC1 the results were Runt-SMMHC FRET 1, hK5 inh 10, Thrombin inh -4, 14-3-3 Bad inh 38[fluorescence artefact?], FXIa inh 1, Hck Nef HTS -1, Runt-CBFb FRET 0, Wee1 stabilizer 6 and FXIIa inh 10.
For CCCS(=O)(=O)N1CCCC(C(=O)NCCN2CCCCC2C)C1 (stereo not drawn) the results were Runt-SMMHC FRET 2, hK5 inh -9, Thrombin inh 5, FXIa inh -4, Hck Nef HTS 0, Runt-CBFb FRET 0, Wee1 stabilizer -2 and FXIIa inh 2.
CC1CC(NC(=O)c2cnc3n(c2=O)CCS3)CC(C)(C)C1 (stereo not drawn) was read as Runt-SMMHC FRET -1, hK5 inh 4, Thrombin inh -2, 14-3-3 Bad inh -5, FXIa inh 1, Hck Nef HTS 32, Runt-CBFb FRET -2 and FXIIa inh 11.
Screening CC(NC(=O)Cc1ccc(F)cc1)c1ccc(F)cc1 (stereo not drawn) returned Runt-SMMHC FRET 9, hK5 inh -15, Thrombin inh -5, 14-3-3 Bad inh -21, FXIa inh 9, Hck Nef HTS -3, Runt-CBFb FRET 0, Wee1 stabilizer -1 and FXIIa inh 10.
For COc1ccc(C(=O)Nc2ccc(N3CCN(C(=O)C(C)C)CC3)cc2)cc1[N+](=O)[O-] the results were Runt-SMMHC FRET 3, hK5 inh -15, Thrombin inh -12, 14-3-3 Bad inh 1, FXIa inh 1, Hck Nef HTS 1, Runt-CBFb FRET 2, Wee1 stabilizer -2 and FXIIa inh 10.
`Cc1ccc(Cn2ccc(NC(=O)c3noc4c3CCCCC4)n2)cc1` gave Runt-SMMHC FRET 2, hK5 inh -5, Thrombin inh 2, 14-3-3 Bad inh -7[fluorescence artefact?], FXIa inh 3, Hck Nef HTS -3, Runt-CBFb FRET -1, Wee1 stabilizer -3 and FXIIa inh 16.
For O=C(OCC(=O)C12CC3CC(CC(C3)C1)C2)c1cccnc1 the results were Runt-SMMHC FRET 1, hK5 inh -3, Thrombin inh 0, 14-3-3 Bad inh 1, FXIa inh 0, Hck Nef HTS -2, Runt-CBFb FRET 0, Wee1 stabilizer -2 and FXIIa inh -8.
Screening C=CCc1ccccc1OCC(O)CN1CCN(CCN2C(=O)c3cccc4cccc(c34)C2=O)CC1 (stereo not drawn) returned Runt-SMMHC FRET -9, hK5 inh -7, Thrombin inh -2, 14-3-3 Bad inh 18[fluorescence artefact?], FXIa inh -10, Hck Nef HTS 2, Runt-CBFb FRET -5, Wee1 stabilizer -3 and FXIIa inh 0.
CCCCC(=O)Nc1ccc(C(=O)NCc2ccncc2)cc1 was read as Runt-SMMHC FRET 1, hK5 inh -22, Thrombin inh 0, 14-3-3 Bad inh -3, FXIa inh -10, Hck Nef HTS 7, Runt-CBFb FRET 0, Wee1 stabilizer 1 and FXIIa inh -4.
`CCC(=O)Nc1nc(C)cc(SCC(=O)OC)n1` gave Runt-SMMHC FRET 4, hK5 inh 8, Thrombin inh -3, 14-3-3 Bad inh 4[fluorescence artefact?], FXIa inh -8, Hck Nef HTS -2, Runt-CBFb FRET 0, Wee1 stabilizer -1 and FXIIa inh -5.
For O=C(CN1CCCC1)Nc1ccc([N+](=O)[O-])cc1 the results were Runt-SMMHC FRET 1, hK5 inh 6, Thrombin inh 2, 14-3-3 Bad inh -2, FXIa inh 3, Hck Nef HTS -1, Runt-CBFb FRET 1, Wee1 stabilizer -2 and FXIIa inh 10.
`CC(C)Oc1ccc(C(=O)NCc2cccnc2)cc1` gave Runt-SMMHC FRET 2, hK5 inh -38, Thrombin inh -4, 14-3-3 Bad inh 0, FXIa inh 3, Hck Nef HTS 2, Runt-CBFb FRET 0, Wee1 stabilizer 2 and FXIIa inh 12.
`CCN(C(=O)COC(=O)c1cccnc1Nc1cccc(C(F)(F)F)c1)C1CCS(=O)(=O)C1` (stereo not drawn) gave Runt-SMMHC FRET -5, hK5 inh -21, Thrombin inh -9, 14-3-3 Bad inh -2, FXIa inh 3, Hck Nef HTS 6, Runt-CBFb FRET -6, Wee1 stabilizer -1 and FXIIa inh 4.
O=C(NC(=S)N1CCCCC1)C12CC3CC(CC(C3)C1)C2 was read as Runt-SMMHC FRET 2, hK5 inh 2, Thrombin inh -3, 14-3-3 Bad inh 2, FXIa inh -4, Hck Nef HTS -16, Runt-CBFb FRET -3, Wee1 stabilizer 1 and FXIIa inh 7.
For CCOc1ncccc1C(=O)OCC(=O)Nc1ccc(C)c(S(=O)(=O)N(C)C)c1 the results were Runt-SMMHC FRET 0, hK5 inh 5, Thrombin inh 1, 14-3-3 Bad inh -4, FXIa inh 0, Hck Nef HTS 2, Runt-CBFb FRET 0, Wee1 stabilizer -3 and FXIIa inh 2.
`FC(F)(F)c1cnc(Oc2cccc3ccccc23)c(Cl)c1` gave Runt-SMMHC FRET 2, hK5 inh -14, Thrombin inh -8, 14-3-3 Bad inh -13[fluorescence artefact?], FXIa inh 7, Hck Nef HTS -2, Runt-CBFb FRET -2, Wee1 stabilizer -2 and FXIIa inh 12.
For CCOC(=O)c1sc(NC(=O)c2cc(-c3ccccc3)nc3ccccc23)c(C#N)c1C the results were Runt-SMMHC FRET 12, hK5 inh -9, Thrombin inh 6, 14-3-3 Bad inh 39, FXIa inh 6, Hck Nef HTS -1, Runt-CBFb FRET 40, Wee1 stabilizer 1 and FXIIa inh 19.

Structures shown so far with a cyano group:
For CCOC(=O)CC(=O)CSC1=C(C#N)C(c2ccccc2OC)CC(=O)N1 (stereo not drawn) the results were Runt-SMMHC FRET 5, hK5 inh -25, Thrombin inh -13, 14-3-3 Bad inh -14, FXIa inh 0, Hck Nef HTS -1, Runt-CBFb FRET 9, Wee1 stabilizer 2 and FXIIa inh 14.
For CCOC(=O)c1sc(NC(=O)c2cc(-c3ccccc3)nc3ccccc23)c(C#N)c1C the results were Runt-SMMHC FRET 12, hK5 inh -9, Thrombin inh 6, 14-3-3 Bad inh 39, FXIa inh 6, Hck Nef HTS -1, Runt-CBFb FRET 40, Wee1 stabilizer 1 and FXIIa inh 19.

(listing goes on)
COC(=O)c1c(C)oc2ccc(N(C(=O)c3ccncc3)S(=O)(=O)c3ccc(C)cc3)cc12 was read as Runt-SMMHC FRET 3, hK5 inh 25, Thrombin inh 3, 14-3-3 Bad inh 7, FXIa inh -1, Hck Nef HTS 1, Runt-CBFb FRET -5, Wee1 stabilizer 4 and FXIIa inh 13.
`CCOc1ccc(N2C(=O)CC(NCCc3c[nH]c4ccccc34)C2=O)cc1` (stereo not drawn) gave Runt-SMMHC FRET 1, hK5 inh -3, Thrombin inh 1, 14-3-3 Bad inh -9, FXIa inh 1, Hck Nef HTS 19, Runt-CBFb FRET 4, Wee1 stabilizer -3 and FXIIa inh 6.
For CCCCNC(=O)c1cc2c(-c3ccc(Cl)cc3)nn(C)c2s1 the results were Runt-SMMHC FRET -3, hK5 inh -28, Thrombin inh -5, 14-3-3 Bad inh -3[fluorescence artefact?], FXIa inh 6, Hck Nef HTS 1, Runt-CBFb FRET -10, Wee1 stabilizer 0 and FXIIa inh 14.
For Cc1ccc(NC(=O)c2ccc(-n3cncn3)c([N+](=O)[O-])c2)cc1 the results were Runt-SMMHC FRET -2, hK5 inh -21, Thrombin inh -3, 14-3-3 Bad inh 3, FXIa inh -3, Hck Nef HTS 3, Runt-CBFb FRET -1, Wee1 stabilizer -1 and FXIIa inh 6.
Cc1ccc(CNC(=O)N2CCN(C)CC2)cc1 was read as Runt-SMMHC FRET -2, hK5 inh -16, Thrombin inh -2, 14-3-3 Bad inh -5, FXIa inh 4, Hck Nef HTS 1, Runt-CBFb FRET -2, Wee1 stabilizer -2 and FXIIa inh 3.
For O=C(NO)c1ccc(OC(F)F)cc1 the results were Runt-SMMHC FRET -2, hK5 inh -10, Thrombin inh 0, 14-3-3 Bad inh 1, FXIa inh 5, Hck Nef HTS 4, Runt-CBFb FRET -2, Wee1 stabilizer 7 and FXIIa inh 16.
Screening COc1cc(OC)c(C2N(c3cc(C)on3)C(=O)C3CCCN32)cc1OC (stereo not drawn) returned Runt-SMMHC FRET 4, hK5 inh 9, Thrombin inh -1, 14-3-3 Bad inh 1, FXIa inh 3, Hck Nef HTS 7, Runt-CBFb FRET -3, Wee1 stabilizer 1 and FXIIa inh 11.
For CC(=O)NCC1CCCN(Cc2cn(-c3ccccc3)nc2-c2ccc3c(c2)OCO3)C1 (stereo not drawn) the results were Runt-SMMHC FRET -2, hK5 inh 6, Thrombin inh -6, 14-3-3 Bad inh -8, FXIa inh 2, Hck Nef HTS 17, Runt-CBFb FRET 0, Wee1 stabilizer 1 and FXIIa inh 10.
For Cc1c(-c2csc(N)n2)cnn1C the results were Runt-SMMHC FRET -3, hK5 inh -7, Thrombin inh -5, 14-3-3 Bad inh -4, FXIa inh -6, Hck Nef HTS 15, Runt-CBFb FRET 2, Wee1 stabilizer 0 and FXIIa inh -3.
`O=C(CSc1nnc(COc2ccc(Cl)cc2)o1)N1CCOCC1` gave Runt-SMMHC FRET -4, hK5 inh -7, Thrombin inh -9, 14-3-3 Bad inh -3, FXIa inh -7, Hck Nef HTS -19, Runt-CBFb FRET -1, Wee1 stabilizer 2 and FXIIa inh -2.
Screening CCN(CC)S(=O)(=O)c1ccc2c(c1)c(C(=O)O)cn2C returned Runt-SMMHC FRET 1, hK5 inh -16, Thrombin inh 2, 14-3-3 Bad inh 3[fluorescence artefact?], FXIa inh 0, Hck Nef HTS 5, Runt-CBFb FRET -1, Wee1 stabilizer -2 and FXIIa inh 9.
For O=C(CCl)c1ccc2c(c1)CCN2C(=O)C1CCCCC1 the results were Runt-SMMHC FRET 0, hK5 inh 2, Thrombin inh -3, 14-3-3 Bad inh 1, FXIa inh -1, Hck Nef HTS 33, Runt-CBFb FRET -2, Wee1 stabilizer 0 and FXIIa inh 9.
